Screens as filed in PubChem BioAssay.
M. tuberculosis – growth inhibition of non-replicating M. tuberculosis (AID 488890) | 0.39% of 320,000 active | inhibition, % at 25 µM; hits with a dose series show IC50 in µM | Mycobacterium tuberculosis non-replicating, growth inhibition; higher % means a stronger effect; in the data active = a potency from the dose series; inconclusive = inhibition mostly from about 82% at the one dose, without a potency; inactive = the rest, 99 in 100 with inhibition below about 76%;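 note: plate controls were DMSO cells for no effect and high antibiotic wells for full effect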
Salmonella PhoP GFP – PhoP regulon inhibitors, Salmonella typhi PhoP promoter GFP reporter, confirmatory (AID 1850); Salmonella Typhi PhoP-promoter GFP reporter, fluorescence, 4 h; higher % means a stronger effect; inhibition, % at 50 µM, or IC50 in µM where a hit was titrated; 0.33% of 310,000 active; in the data active = a potency from the dose series; inconclusive = inhibition mostly from about 25% at the one dose, without a potency; inactive = the rest, 99 in 100 with inhibition below about 19%;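 note: 0% = induced wells with vehicle and 100% = uninduced wells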
H37Rv inhibition – M. tuberculosis growth inhibition, HTS (AID 449762); M. tuberculosis H37Rv growth inhibition, 7H9 media; higher % means a stronger effect; 0.59% of 330,000 active; inhibition, % at 25 µM; hits with a dose series show IC50 in µM; in the data active = a potency from the dose series; inconclusive = inhibition above about 70% without an active follow-up result;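 note: bacterial growth assessed after seven days of incubation; strong numbers were not always called active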
VEEV TC-83 Vero – inhibitors of VEEV TC-83 cytopathic effect, confirmation, Vero cells (AID 588727) | Vero cells, VEEV TC-83 cytopathic effect inhibition; higher % means a stronger effect | inhibition, % at 20 µM; hits with a dose series show IC50 in µM | 0.13% of 350,000 active; in the data active = a potency from the dose series; inconclusive = inhibition mostly from about 14% at the one dose, without a potency; inactive = the rest, 99 in 100 with inhibition below about 12%; note: strong numbers were not always called active
H1N1 NS1A inhibition – H1N1 influenza NS1A inhibitors, functional cell based assay (AID 504329); one-dose inhibition, % at 12.5 µM; IC50 in µM for titrated hits; 0.3% of 340,000 active; NS1A functional cell-based assay, percent inhibition; higher % means a stronger effect; in the data active = a potency from the dose series; inconclusive = inhibition above about 27% without an active follow-up result; note: strong numbers were not always called active
VEEV TC-83 Vero 10K pilot screen – further read-out of VEEV TC-83 Vero, marked with its call; inhibition, %; measured here: 10K pilot screen inhibition
Active calls of the source: *; i = inactive; ? = inconclusive; . = not tested or not shown.

SMILES	M. tuberculosis	Salmonella PhoP GFP	H37Rv inhibition	VEEV TC-83 Vero	H1N1 NS1A inhibition	others
O=C(O)CCCC(=O)N1N=C(c2c(-c3ccccc3)c3cc(Cl)ccc3[nH]c2=O)CC1c1cccs1 (stereo unspecified)	-10%	-7%	-3%	i	1%
CN(C(=O)c1ccccn1)C1(C(=O)NC2CCCCC2)CCCCC1	-6%	0%	1%	6.4%	-4%
O=S(=O)(c1ccccc1Cl)N1CCCC1c1nc(-c2cccc(Cl)c2)no1 (stereo unspecified)	9%	-5%	-2%	1.8%	1%
CCc1nnc(NC(=O)c2ccc(OC)cc2)s1	3%	1%	2%	0.5%	2%
O=C(O)CCNS(=O)(=O)c1ccc2c(c1)OCCCO2	-16%	5%	-3%	0.8%	14%
CC(C)c1nc(SCc2ccccn2)c2c(=O)n(C)c(=O)n(C)c2n1	17%	2%	-2%	8.1%	2%
CC(=O)Nc1ccc(Cl)cc1C1COC(=O)C1=N (stereo unspecified)	-10%	-5%	1%	1.5%	-7%
CCC(C(=O)OCC(=O)Nc1cccc(C(C)=O)c1)c1ccccc1 (stereo unspecified)	27%	1%	5%	0.1%	-10%
O=C(Cc1cn2ccsc2n1)OCc1ccccc1	1%	5%	-6%	?	-4%
CCC1S/C(=N/N=C/c2cccs2)NC1=O (stereo unspecified)	47%	-15%	2%	0.9%	-6%
CC(C)(C)[C@H]1CCC(=O)N([C@H](CSc2ccc(Br)cc2)Cc2ccccc2)CC1	0%	.	-8%	i	0%
O=C(Nc1ccnn1C1CCN(Cc2cccc(OCCO)c2)CC1)c1cccc(F)c1	5%	-2%	4%	1.4%	-2%
C[C@]12CCC(=O)C=C1C=C[C@@H]1[C@@H]2CC[C@@]2(C)[C@H]1CC[C@@]21CCC(=O)O1	10%	3%	16%	i	-2%
CCN(CC)S(=O)(=O)c1ccc(N)cc1	-15%	-10%	-9%	0.3%	-5%
C[C@]12CC[C@@H](O)C[C@@H]1CC[C@@H]1[C@@H]2CC[C@]2(C)C(=O)CC[C@@H]12	14%	8%	-7%	0.1%	-2%
CCCn1cnc2cc(NC(=O)c3cccs3)ccc21	8%	15%	10%	1.9%	2%
CCCc1[nH]nc2c1C(c1ccoc1)C(C#N)=C(N)O2 (stereo unspecified)	-8%	1%	-2%	2.5%	-4%
O=c1[nH]c(S)nc2sc3c(c12)CCCC3	.	-1%	-1%	3.1%	31%
COc1cccc(/C=C/C(=O)NNC(=O)c2ccco2)c1OC	16%	.	0%	1.9%	1%
COc1ccccc1/C=C/C(=O)NCc1cccnc1	15%	6%	-2%	0.6%	-19%
COc1ccc(OC)c(NC(=O)c2ccc(-c3cccs3)cc2)c1	32%	3%	14%	0.3%	4%
CCn1c(SCC(=O)NC(=O)c2ccccc2OC)nc2ccccc21	4%	-2%	-19%	8.1%	-14%
Cc1nnc2c3ccccc3c(-c3cccs3)nn12	30%	-3%	-5%	11%	5%
O=C(Nc1ccc(F)cc1)Nc1cnccn1	-10%	-10%	-20%	1.8%	-8%
O=C(NC1=CC(=O)c2ccccc2C1=O)c1ccccc1	.	.	.	i	23%

Other results follow:
SMILES	M. tuberculosis	Salmonella PhoP GFP	H37Rv inhibition	VEEV TC-83 Vero	H1N1 NS1A inhibition	others
COc1cccc2c(C)c(C(=O)O)[nH]c12	22%	10%	-4%	0.2%	21%
Nc1cccc(C(=O)Nc2ccco2)c1	-4%	13%	-18%	2.1%	0%
N#Cc1nc(-c2ccccc2)oc1NCCN1CCCCC1	-18%	-4%	3%	i	5%
CN(C)c1nc(-c2cccnc2)nc(-c2ccc(Cl)cc2)c1C#N	0%	-6%	22%	9.8%	-10%
Cc1noc(C)c1C(=O)NC(C)c1ccc2c(c1)OCO2 (stereo unspecified)	3%	-3%	1%	0.3%	1%
CC(c1ccccc1)C(NC(=O)OCC1c2ccccc2-c2ccccc21)C(=O)O (stereo unspecified)	10%	-6%	-4%	0.0%	0%	VEEV TC-83 Vero 10K pilot screen=1.0
CN(Cc1ccccc1)C(=O)c1ccc(NC(=O)Cc2cccc(NC(=O)C3CCN(C(=O)C4CCC4)CC3)c2)cc1	15%	.	-6%	i	2%
COc1ccc(N2CCN(S(=O)(=O)c3ccc4c(c3)NC(=O)C(C)C(=O)N4)CC2)cc1 (stereo unspecified)	30%	3%	9%	1.7%	1%
Cc1[nH]c2ccccc2c1/C=C(/C#N)C(=O)NC(C)C	35%	-5%	5%	0.1%	1%
Cc1cc(C)cc(NC(=O)CSc2nnc(-c3ccccc3Br)o2)c1	24%	1%	-18%	1.5%	1%
COc1cc(N2N=C(c3ccccc3)CC2c2ccccc2)c(C=O)cc1C=O (stereo unspecified)	-8%	8%	0%	1.7%	-18%
C=CCNC(=O)/C(=C\c1cccc([N+](=O)[O-])c1)NC(=O)c1ccccc1	-10%	-6%	-3%	1.4%	-4%
Cc1ccc(C(NC(=O)c2ccccc2S(C)(=O)=O)c2ccccc2)cc1 (stereo unspecified)	-5%	6%	2%	3.1%	2%
CC(C)N1OC2CC1c1nc3ccccc3n1C2 (stereo unspecified)	-23%	-4%	-2%	0.9%	11%
COc1cc(/C=N/NC(=O)c2ccc(-c3ccccc3)cc2)cc(OC)c1OC	-5%	10%	5%	0.4%	-6%
CCN(C[C@H]1N[C@@](C)(C(=O)OC)[C@H]2C(=O)N(Cc3ccccc3)C(=O)[C@@H]12)C(=O)c1ccc(F)cc1	6%	.	6%	i	-27%
N#CC1(NC(=O)CN2C(=O)c3ccc([N+](=O)[O-])cc3C2=O)CCCCC1	-5%	4%	8%	0.9%	6%
CC(C)C(=O)Nc1c(-c2ccccc2)c(=O)c2ccccc2n1C	-16%	3%	7%	0.5%	0%
COc1cc(C=O)ccc1OCc1c(C)noc1C	7%	4%	3%	i	-10%
CCOc1nc(Nc2ccccc2)nc(OCC)n1	11%	0%	1%	i	-22%
CCC(C)[C@H](NC(=O)NCc1cccc(OC)c1)C(=O)O (stereo partly specified)	-2%	2%	2%	1.1%	12%
COc1ccccc1NS(=O)(=O)c1cc(NC(=O)c2cc(=O)[nH]c3ccccc23)ccc1N1CCOCC1	36%	-1%	-7%	9.2%	-3%
Cc1ccccc1CSc1nnc(-c2ccccn2)n1N	43%	2%	-18%	2.9%	6%
CC(=O)c1c(C)[nH]c(C(=O)OCC(=O)N(C)C)c1C	1%	-4%	7%	i	0%
CO/N=C(/C(=O)N[C@@H]1C(=O)N2C(C(=O)O)=CCS[C@H]12)c1cnc(N)s1	-11%	19µM*	?	.	.

(further entries)
SMILES	M. tuberculosis	Salmonella PhoP GFP	H37Rv inhibition	VEEV TC-83 Vero	H1N1 NS1A inhibition	others
Cc1ccc(S(=O)(=O)NC2=NCN(CCOC(=O)c3ccc([N+](=O)[O-])cc3)CN2)cc1	-3%	-14%	-10%	3.8%	10%
CCOC(=O)c1ccccc1CN1C(=O)c2ccccc2S1(=O)=O	-19%	-13%	8%	0.8%	-2%
Fc1cccc(C2CCCCN2Cc2nc(C3CC3)no2)c1 (stereo unspecified)	15%	-4%	1%	i	-11%
O=C(NNC(=O)c1cc2ccccc2o1)c1ccncc1	57%	.	?	i	-18%
c1ccc(-c2c[n+]3c(n2-c2ccccc2)SCC3)cc1	10%	-6%	0%	i	.
CC(=O)Nc1ccc(OC(=O)N2CCCCC2)cc1	-7%	-9%	-6%	0.2%	1%
Cc1ccc(C(NC(N)=O)c2ccccc2)cc1 (stereo unspecified)	-1%	1%	-2%	0.1%	-3%
Cc1ccc([N+](=O)[O-])c(NC2OC(CO)C(O)C2O)c1 (stereo unspecified)	-3%	-2%	-3%	0.4%	-3%
COCCn1c(C)c(C(=O)O)sc1=S	0%	-1%	-10%	0.3%	3%
COc1ccc(-c2ccc(N)[n+](CCCC(=O)O)n2)cc1	-2%	22%	11%	0.4%	2%
O=C(CCCCCN1C(=O)c2cccc3cccc(c23)C1=O)NC1CCS(=O)(=O)C1 (stereo unspecified)	-10%	10%	-13%	1.7%	-8%
Cc1cc(-n2cnnn2)cc(C)c1S(=O)(=O)NCCOc1ccccc1	6%	2%	-3%	3.1%	-7%
Cn1c(=O)c2c(SCC(=O)N3CCCC3)nc(CC(C)(C)C)nc2n(C)c1=O	1%	-1%	-4%	6.8%	-8%
CN(C)C1=C(C#N)C(c2ccccc2)=NP(N(C)C)(N(C)C)=N1	2%	-13%	-18%	0.0%	3%
CCOC(=O)c1ccc(N/C=C\C(=O)c2cccc(OC)c2)cc1	14%	-11%	?	0.6%	9%
COc1ccc(N2C(=NC(=O)C3CCCCC3)SC3CS(=O)(=O)CC32)cc1 (stereo unspecified)	2%	4%	1%	0.9%	5%
COc1cc(COCC(O)CN2CCOCC2)cc(OC)c1OC (stereo unspecified)	-1%	5%	-8%	1.2%	-24%
CC(C)C(=O)Nc1ccc(N2CCCC2)c(Cl)c1	22%	-3%	7%	0.8%	0%
CCOC(=O)C1=C(C)NC(C)=C(C(=O)OCC)C1c1cc(N)ccc1OC(F)F	0%	5%	-6%	i	2%
O=C(Cc1cccs1)NNC(=O)c1ccccc1Cl	-16%	.	4%	1.4%	-8%
Cc1ccccc1N(CC(=O)NCCSCc1ccccc1)S(C)(=O)=O	22%	-4%	-4%	0.6%	5%
COc1ccc(CN2CCN(Cc3csc(C(C)=O)c3)CC2CCO)c(C)c1C (stereo unspecified)	22%	3%	0%	i	-6%
Cc1ccc(-c2nc3cc(N)ccc3o2)cc1	-9%	13%	35%	i	-4%
O=C1CN=C(c2ccccc2)c2ccccc2N1	-1%	0%	-3%	0.2%	-6%
CCCCCN(C(=O)CCC(=O)OCC(=O)c1c(C)cc(C)cc1C)c1c(N)n(CCCC)c(=O)[nH]c1=O	21%	2%	-5%	2.7%	-11%

Of the compounds above, 4 have a furan ring, fused or not.
SMILES	M. tuberculosis	Salmonella PhoP GFP	H37Rv inhibition	VEEV TC-83 Vero	H1N1 NS1A inhibition	others
CCCc1[nH]nc2c1C(c1ccoc1)C(C#N)=C(N)O2 (stereo unspecified)	-8%	1%	-2%	2.5%	-4%
COc1cccc(/C=C/C(=O)NNC(=O)c2ccco2)c1OC	16%	.	0%	1.9%	1%
Nc1cccc(C(=O)Nc2ccco2)c1	-4%	13%	-18%	2.1%	0%
O=C(NNC(=O)c1cc2ccccc2o1)c1ccncc1	57%	.	?	i	-18%

Additional compounds:
SMILES	M. tuberculosis	Salmonella PhoP GFP	H37Rv inhibition	VEEV TC-83 Vero	H1N1 NS1A inhibition	others
CCCCOc1ccc(-c2nnn(C(C)C(=O)OCC)n2)cc1 (stereo unspecified)	1.6µM*	-4%	0.75µM*	2.1%	-11%
CCOC(=O)Cc1csc(NC(=O)c2ccc(Br)o2)n1	47%	0%	-3%	6.5%	-7%
O=C(CN1C(=O)NC2(CCCCCC2)C1=O)N1CCN(S(=O)(=O)c2ccccc2)CC1	2%	-12%	2%	i	4%
Cc1ccc(S(=O)(=O)n2nc(OC(=O)C3CCCCC3)cc2N)cc1	9%	-10%	0%	2.0%	16%	VEEV TC-83 Vero 10K pilot screen=1.2
CCSc1nc(-c2ccccc2)c2cc(Cl)ccc2n1	-17%	-3%	1%	0.2%	0%
COc1cccc(CNC(=O)C(=O)NCC2OCCCN2S(=O)(=O)c2cc(C)ccc2C)c1 (stereo unspecified)	20%	-2%	-11%	1.5%	-1%
CCCc1cc(C(=O)NC2CCCC2)no1	72%	-9%	1%	1.2%	-2%
Cn1nnnc1Sc1ccc(C(=O)O)cc1[N+](=O)[O-]	.	10%	2%	0.3%	-7%
COc1cccc(-c2cc(C(F)(F)F)nc(-n3cc(C)cn3)n2)c1	25%	-8%	-8%	5.4%	5%
CCOC(=O)CCc1c(C)nc2c(c(C)nn2C(C)(C)C)c1C	.	.	-6%	0.9%	-4%
Cc1ccc2nc(NC(=O)C(NS(=O)(=O)c3cccc4nsnc34)C(C)C)sc2c1 (stereo unspecified)	70%	0%	-5%	1.7%	18%
O=C(CC1C(=O)NCCN1Cc1ccc(Cl)c(F)c1)NCC1CCOCC1 (stereo unspecified)	4%	-1%	3%	1.3%	-1%
Nc1ccc(S(=O)(=O)N2CCCc3ccccc32)cc1	14%	-11%	-11%	2.2%	9%
Fc1cccc(NC(=S)NCc2ccccn2)c1	78%	-5%	0%	i	0%
